KKLEB cytotox: CF airway cell cytotoxicity counter-screen; KKLEB CF airway cells viability, ATPlite luminescence, overnight; hits give low values; cells stimulated with P. aeruginosa culture filtrate; activity change (cytotoxicity), % at 5 µM; hit rate 0.36% among 360,000; AID 602141;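 active = corrected activity change at or below -50% at 5 µM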
aDG glyco up: alpha-DG glycosylation activation. Pro5-aDG cells, alpha-DG glycosylation AlphaScreen (IIH6); 0% Pro5, 100% B10-LARGE cell signal. activation, % at 10 µM. hit rate 0.22% among 360,000;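 active = activation of at least 8% versus controls, or a plate z-score of at least 8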;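 note: Pro5 are CHO cells carrying HIG-tagged alpha-DG that lacks glycosylation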
Shn3 3UTR inh: reduces Shn3 3'UTR luciferase signal in osteoblasts; inhibition, % at 12.5 µM; hit rate 0.52% among 360,000; Clone20 osteoblast Shn3 3'UTR firefly luciferase, 24 h; AID 588674;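 active = mean inhibition of at least 75% with every replicate also reaching 75%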;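 note: 0% = median of neutral control wells and 100% = pilot-screen positive control compound; some compounds past the cut are filed as inactive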
TWEAK-Fn14 inh: blocks TWEAK-Fn14 interaction in a reporter cell assay | TWEAK-stimulated Fn14 reporter cells, luciferase luminescence, 8 h | hit rate 2% among 360,000 | inhibition, % at 10 µM; in the data active = inhibition above about 50%
NR2E3 ag-1: agonists of human nuclear receptor NR2E3; Q9Y5X4; GST-NR2E3/biotin-RetCOR TR-FRET, 1536-well; inhibition of corepressor binding, % at 4.78 µM; hit rate 0.12% among 320,000; AID 2300;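 active = percent inhibition above the cutoff of mean plus 3 SD of all tested compounds, set per screening campaign, cut at about 20% in these data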;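 note: 0% = DMSO wells and 100% = biotin wells as full block of FRET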
Target sequence (Q9Y5X4 whole entry, looked up): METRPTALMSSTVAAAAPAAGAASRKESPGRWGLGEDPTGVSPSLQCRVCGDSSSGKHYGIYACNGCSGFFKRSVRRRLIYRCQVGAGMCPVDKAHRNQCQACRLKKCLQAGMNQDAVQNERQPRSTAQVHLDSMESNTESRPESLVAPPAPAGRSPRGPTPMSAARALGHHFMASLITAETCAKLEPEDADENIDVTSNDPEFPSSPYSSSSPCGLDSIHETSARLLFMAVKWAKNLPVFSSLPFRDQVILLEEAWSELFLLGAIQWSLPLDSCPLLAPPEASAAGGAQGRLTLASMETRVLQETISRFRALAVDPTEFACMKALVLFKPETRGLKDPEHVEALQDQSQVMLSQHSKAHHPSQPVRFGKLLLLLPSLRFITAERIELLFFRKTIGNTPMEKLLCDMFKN
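Format: 1536-well format; test system: GST-NR2E3 and biotin-RetCOR proteins; read-out basis: percent inhibition of TR-FRET ratio; timing: 5 h incubation at 4 °C; detection: time-resolved FRET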
NR2E3 ag-2: human photoreceptor-specific nuclear receptor agonism. Q9Y5X4. CHO-S Gal4-NCOR/VP16-NR2E3 two-hybrid, luciferase. inhibition of corepressor binding, % at 3.98 µM. hit rate 0.35% among 360,000. AID 602229;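 active = inhibition above the mean of all tested compounds plus 3 SD, cut at about 70% in these data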;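 note: 0% = DMSO with NR2E3 transfected cells and 100% = cells lacking NR2E3 construct; higher means lower luciferase signal from less NR2E3 corepressor binding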
hiPSC survival: hiPSC single-cell survival enhancement; ATPlite luminescence; 100% = ROCK inhibitor wells, 0% = DMSO; survival enhancement, % at 20 µM; hit rate 0.044% among 360,000; AID 602274; in the data active = survival enhancement above about 18%;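 note: cells exposed to compounds for 16 hours before the ATP read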
CF NFkB inh: inhibitors of cystic fibrosis induced NF-kB; KKLEB NF-kB-GFP reporter, PAF-induced, GFP fluorescence overnight; inhibition, % at 5 µM; hit rate 0.86% among 360,000; AID 588850;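 active = at least 50% inhibition at 5 µM, scaled per plate between neutral and stimulator controls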;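 note: PAF is a Pseudomonas aeruginosa culture filtrate used as stimulus; plate controls were PAF-stimulated DMSO wells for no effect and unstimulated DMSO wells for full effect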
MITF TRPM1 inh: MITF TRPM1 promoter inhibition in SK-MEL-5 cells. SK-MEL-5 TRPM1 promoter luciferase, 24 h. hit rate 0.83% among 330,000. inhibition, % at 12.5 µM;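 active = mean inhibition across replicates of 60% or more, whatever share of single replicates reaches that level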; note: values of inactives mirror those of a sister screen read the other way
Peg3 promoter: Peg3 promoter activity inhibition; HeLa PEG-Prom luciferase reporter, luminescence, overnight; inhibition, % at 20 µM; hit rate 1.7% among 360,000; AID 588405;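 active = inhibition of at least 50% at 20 µM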
HIF-2a block: blocks HIF-2a reporter activity | 786-0 RCC cells HIF-2a reporter, luciferase luminescence, overnight | hit rate 0.72% among 360,000 | inhibition, % at 18.8 µM;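 active = inhibition of the luminescence signal of 40% or more relative to plate controls, in a single-dose primary screen at 18.75 µM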
Active calls of the source: *; nt = not tested or not shown; & = joins results of further samples.

Structure	hiPSC survival	KKLEB cytotox	aDG glyco up	NR2E3 ag-1	NR2E3 ag-2	MITF TRPM1 inh	HIF-2a block	Peg3 promoter	CF NFkB inh	TWEAK-Fn14 inh	Shn3 3UTR inh
Cc1cc(OCC(=O)N(Cc2ccco2)c2c(N)n(Cc3ccccc3)c(=O)[nH]c2=O)ccc1Cl	1.1	-17	-0.2	-2	-1	8	7	15	21	18	13
Cc1cc(C)nc(NS(=O)(=O)c2ccc(NC(=S)NC(=O)C(C)C)cc2)n1	0.4	-2	-0.3	0	-11	5	2	12	4	2	-3
CC(NCc1ccccc1Cl)C(=O)Nc1ccc(S(=O)(=O)N2CCCC2)cc1 (centres undefined)	-0.9	-1	0.0	-1	9	6	11	17	8	-1	5
Cc1ccc(OCCNC(=O)c2cc(=O)[nH]c3ccccc23)cc1	-1.0	12	-0.1	0	-27	11	4	1	-5	6	-4
CN1C2C=C3C(C#N)=C(N)C(C#N)(C#N)[C@@H](c4cccc(F)c4)[C@@H]3C1CC2 (some centres undefined)	1.6	8	0.2	2	-14	9	16	12	-26	-6	17
CCOc1ccc(C(c2c(O)nc(SC)[nH]c2=O)c2c(O)nc(SC)[nH]c2=O)cc1	-0.1	-16	0.0	0	-5	nt	12	14	2	2	12
Cc1cc(Cl)cc(Br)c1OCCCN1C(=O)NC(C)(C)C1=O	0.5	-25	0.0	-1	8	3	9	17	7	-2	4
CNCc1ccccc1OCC(=O)Nc1ccccc1OC	1.8	-5	0.1	3	12	15	-34	-6	3	-1	-3
Cc1cccc(NCc2ccc([N+](=O)[O-])s2)c1	0.1	4	0.1	3	-22	-5	-16	-22	-18	41	-2
CC(NC(=O)C(=O)NCC1CCCO1)c1ccccc1 (centres undefined)	1.5	8	0.0	-2	-47	-8	-6	10	-1	-12	-21
CCOc1cc(C(=O)NCc2ccccc2)ccc1OCC(=O)N1CCCCC1	-0.5	14	0.2	-2	20	8	5	6	-15	16	-4
Cn1cccc1/C=N/NC(=O)c1cccc(OC(F)(F)C(F)F)c1	1.1	6	0.0	4	-22	-40	-156	-116	-4	-17	-39
Cn1c(=O)n(C)c2cc(NS(C)(=O)=O)ccc21	-1.4	4	-0.2	-2	2	-3	8	-4	7	-9	6
COc1ccc(S(=O)(=O)CCC(=O)N2CCN(c3cccc(Cl)c3)CC2)cc1	-0.4	-4	0.4	-9	-7	4	7	-6	2	11	42
O=C(O)c1ccc(CN(Cc2ccccc2)S(=O)(=O)c2ccc(Cl)cc2)cc1	0.5	2	-0.1	1	12	7	14	15	9	14	7
Cc1ccc(C(=O)NNC(=O)CCN2C(=O)C3CCCCC3C2=O)cc1 (centres undefined)	1.0	-1	0.0	6	2	7	9	1	12	-3	-11
Cc1[nH]c(C)c(S(=O)(=O)Nc2cccc(Cl)c2C)c1C(=O)N1CCCCC1	-0.2	-16	0.1	-4	-8	7	21	-3	32	17	-3
COC(=O)C1=C(C)NC(C)=C(C(=O)OC)C1c1ccc(N(C)C)cc1	5.8	2	0.0	-2	1	10	6	-3	-24	-5	5
CCC(c1nnnn1Cc1ccco1)N(CCc1ccccc1)Cc1cc2ccc(OC)cc2[nH]c1=O (centres undefined)	-2.1	-1	0.0	3	-3	8	-27	11	-1	11	-12
COC(=O)CSc1nnc(CSc2nc(C)cc(C)n2)n1Cc1ccco1	2.3	-5	0.1	-1	-2	-7	20	11	10	10	-12
COc1ccc(CCNc2nc3ccccc3n3nnnc23)cc1OC	-0.2	1	-0.1	0	-88	nt	-142	-28	-27	24	0
CCc1cc2cc3c(cc2nc1SCC(=O)Nc1nnc(C)s1)OCCO3	-1.9	-22	0.0	2	-8	17	4	8	14	-25	7
CCCCN(CC)Cc1ccc(CNC(=S)Nc2c(C)cc(C)cc2C)o1	-0.8	0	0.0	1	16	0	12	6	-8	5	-17
Cc1ccc(S(=O)(=O)N(C)C(=O)NC(=O)NS(=O)(=O)c2ccccc2)cc1	0.0	9	0.6	2	3	1	15	14	-2	-11	0
CC(NC(=O)c1ccccc1)c1nnc(SCC(=O)NC2CCCC2)n1C (centres undefined)	0.1	10	0.3	6	6	2	12	12	-1	38	12
O=c1c2[nH]c3ccccc3c2ncn1CCC1=CCCCC1	-0.7	8	0.0	-2	-38	-41	-127	-79	-11	-33	-43
O=C(NCc1ccccc1)C1CCCN1S(=O)(=O)c1ccc(F)cc1 (centres undefined)	1.4	-6	0.1	-4	-4	-7	16	9	-4	2	5
COC(=O)C1=C(C)NC(=O)NC1c1cc(Cl)ccc1OC (centres undefined)	1.9	4	-0.2	0	-8	1	8	11	7	-6	8
CCOC(=O)c1c(NC(=O)Cc2cccs2)sc(C)c1C	1.5	-12	-0.2	-2	-26	2	22	7	14	-4	20
CCN1CCN(Cc2ccc(NC(=O)c3ccc(C)c(NC(=O)C[C@@H]4NC(=O)[C@H](Cc5ccccc5)NC4=O)c3)cc2C(F)(F)F)CC1	1.8&-5.0	0&6	0.2&0.2	1	-18&-38	6	-8&4	10&-12	47&27	-25&-11	-3&-17
CCCOc1ccc(Oc2nc(-c3ccncc3)nc3ccccc23)cc1	1.7	-8	0.1	-3	7	-26	5	5	17	-11	5
CO/C([O-])=N/c1c[n+](-c2ccc(C)cc2)no1	-0.7	-3	0.1	-1	-53	-18	-75	-53	-7	0	-30
Cc1cccc(NC(=O)CN(C)S(=O)(=O)c2cccs2)c1	1.0	-2	0.0	1	-13	-21	-73	-51	1	-18	-49
CCCC(=O)N1CC(=O)Nc2ccc(C)cc2C1c1ccc(F)cc1 (centres undefined)	0.1	-5	0.1	1	9	-10	16	5	-1	-15	6
CCCOc1ccc(C(=O)CCC(=O)OCC(=O)N(CC)c2c(N)n(Cc3ccccc3)c(=O)[nH]c2=O)cc1	-1.9	0	0.0	nt	-27	nt	-86	-124	-14	-12	-26
COc1cccc(OCC(O)CN2CCN(CCO)CC2)c1 (centres undefined)	4.3	-6	-0.1	-3	-2	-1	7	0	5	7	1
O=C(Nc1cccc(F)c1)Nc1c[nH]c(=O)[nH]c1=O	-0.4	5	0.1	1	-18	8	10	5	8	22	6
COc1ccc(CN2CCNC(=O)C2CC(=O)NCCSc2nccn2C)c(OC)c1 (centres undefined)	-0.2	-4	0.4	-3	3	9	8	21	3	11	-7
CN(C)CCN(Cc1cc2cc3c(cc2[nH]c1=O)OCCO3)C(=S)NCC1CCCO1 (centres undefined)	-1.3	-7	0.0	-1	-20	2	5	6	-5	10	-7
O=C(Nc1ccccc1)OCCNC(=O)c1ccccc1	-0.9	0	0.5	-1	-24	7	-9	5	1	-12	1
Cc1ccc2nc(C(C)O)[nH]c2c1 (centres undefined)	-1.2	9	-0.2	-2	-4	6	-1	4	-11	-3	-22
COc1cc(C(=O)NC2=NCCS2)cc(OC)c1OC	-0.9	-1	0.1	2	-3	11	17	6	0	-5	-4
O=C(C[n+]1cc(-c2ccc(F)cc2)n2c1CCC2)c1cccs1	0.2	-2	0.0	2	-122	-77	-332	-286	-4	-24	-138
Cn1c(NC(=O)c2cccs2)cc(=O)n(C)c1=O	0.4	-1	-0.2	2	-32	nt	9	-2	25	2	-29
CCCC(C)C(=O)OCC(=O)NCc1ccc(OC)c(OC)c1 (centres undefined)	-0.4	8	0.0	0	-59	0	0	4	6	19	-12
COc1ccccc1CNc1nc(C)c(C(=O)N(C)C)s1	1.3	15	-0.1	nt	-13	4	6	9	-12	41	-10
Cc1cnc(NC(=O)COc2ccccc2)s1	-1.0	-11	0.0	4	-71	-45	-225	-238	14	22	-96
C[C@@H]1CN([C@@H](C)CO)S(=O)(=O)c2ccc(-c3cccc(C#N)c3)cc2O[C@@H]1CN(C)C(=O)c1ccc(F)cc1	-1.2	5	0.4	nt	-3	nt	18	22	6	-10	9
COCCNC(=O)C1CCCN(Cc2ccc(Cl)cc2)CC1 (centres undefined)	-2.7	3	0.4	nt	-8	nt	12	-10	-2	-8	-27
CCOC(=O)/C(C#N)=C\C1=C(N2CCCC2)CC(C)(CC)OC1 (centres undefined)	0.9	-17	0.1	3	2	-7	-4	-5	-4	-11	13

Next structures follow.
Structure	hiPSC survival	KKLEB cytotox	aDG glyco up	NR2E3 ag-1	NR2E3 ag-2	MITF TRPM1 inh	HIF-2a block	Peg3 promoter	CF NFkB inh	TWEAK-Fn14 inh	Shn3 3UTR inh
COc1ccc(NC(=O)CCCC2CCCCC2)cc1S(=O)(=O)N1CCCCC1	-0.7	7	0.0	-2	17	7	9	11	4	5	25
CC1(C)CC(=O)c2c(O)cc(OCC(=O)N3CCN(c4ccccc4)CC3)cc2O1	-1.9	-1	0.0	-1	-6	nt	-10	-12	3	-35	-26
Cc1ccc(C(=O)NCCc2nnc(SCC(=O)Nc3nc(-c4ccccc4)cs3)n2C)cc1	0.2	-17	0.0	2	-4	-28	-92	-39	7	-13	-38
COc1ccc(CC(C#N)(CO)c2nc3ccccc3[nH]2)cc1 (centres undefined)	-1.9	-6	0.0	0	-6	12	-22	25	21	-25	6
CC(C)c1ccc(N(CCc2ccccn2)C(=O)C(C)(C)C)cc1	-0.5	3	0.2	-1	12	-8	8	5	-20	4	0
O=C(CCC(=O)c1ccccc1)NC1CCCN(Cc2ccccc2F)C1 (centres undefined)	-0.1	2	-0.1	0	20	-11	14	23	-21	-18	1
O=C1Nc2ccccc2C(O)(C(=O)NCc2ccc3c(c2)OCO3)N1c1ccccc1 (centres undefined)	-0.8	-7	0.0	1	-11	7	9	5	8	3	13
CCCCN(CCCC)C(=O)C1(P(=O)(c2ccccc2)c2ccccc2)CCC1	0.5	7	0.1	2	14	6	15	28	-13	-4	20
CN1CCN(S(=O)(=O)c2ccc(Oc3ccc(F)c(Cl)c3)nc2)CC1	-0.7	7	0.4	0	-15	-8	18	-5	7	-18	-13
CC1(C)CC(=O)C(C=NCCCN2CCOCC2)=C(O)C1	-0.2	0	0.0	-1	-8	0	10	1	6	-20	-6
CCN1CCN(C(c2cc3cc4c(cc3[nH]c2=O)OCO4)c2nnnn2C(C)(C)CC)CC1 (centres undefined)	-2.2	-9	0.3	2	24	-5	-2	9	5	19	-11
COc1cccc(/C=c2/s/c(=C(\C#N)C(=O)N3CCOCC3)n(-c3ccccc3)c2=O)c1	-3.0	-10	-0.4	1	-2	-15	-1	6	4	8	30

A section from the list above, as a working copy:
Structure	hiPSC survival	KKLEB cytotox	aDG glyco up	NR2E3 ag-1	NR2E3 ag-2	MITF TRPM1 inh	HIF-2a block	Peg3 promoter	CF NFkB inh	TWEAK-Fn14 inh	Shn3 3UTR inh
COc1ccc(NC(=O)CCCC2CCCCC2)cc1S(=O)(=O)N1CCCCC1	-0.7	7	0.0	-2	17	7	9	11	4	5	25
CC1(C)CC(=O)c2c(O)cc(OCC(=O)N3CCN(c4ccccc4)CC3)cc2O1	-1.9	-1	0.0	-1	-6	nt	-10	-12	3	-35	-26

Assay outcomes (PubChem)
